Source: PubChem BioAssay (Sanford-Burnham Center for Chemical Genomics)
EphA4 KYL inhibition: inhibitors of EphA4 binding to KYL peptide, primary screen, biochemical, colorimetric, mouse EphA4 (AID 689) | hit rate 0.1% among 62,000 | EphA4-AP binding to KYL peptide, pNPP A405; higher % means a stronger effect | one-dose inhibition, % at 10 µM; IC50 in µM for titrated hits; in the data active means a potency from the dose series; inactive means the rest, 99 in 100 with inhibition below about 22%
* hit, by the source's call; & = joins results of further samples. A portion of the library; the hit share may differ from the screen's.

SMILES	EphA4 KYL inhibition
COC(=O)N1CC(=O)N(OC)C1c1ccc(Cl)cc1Cl (stereo unspecified)	-9%
CCC(C)OC(=O)C1=C(C)NC(=O)NC1c1ccc(F)cc1 (stereo unspecified)	5%
Cc1ccc(NC(=O)CN(Cc2ccccc2)S(C)(=O)=O)cc1C	-11%
CC(C)(C)C(=O)NC(=C(Cl)Cl)P(=O)(O)O	-10%
Cc1ccc(C(=O)C(OC(=O)COc2ccccc2C)c2ccccc2)cc1 (stereo unspecified)	-4%
O=C(Nc1ccc(-c2nc3ccccc3o2)c(O)c1)c1ccc(-c2ccc(Cl)cc2Cl)o1	2%
COc1ccc(C(c2sc3nc(C)nn3c2O)N2CCC3(CC2)OCCO3)cc1 (stereo unspecified)	1%
O=C(NCCCO)/C(=C/c1ccc(-c2cccc([N+](=O)[O-])c2)o1)NC(=O)c1ccccc1	-8%
COc1ccc(/C=C/C(=O)c2ccccc2)cc1COc1ccc(F)cc1	13%
CCn1cc(CNC(=O)/C=C/c2ccc([N+](=O)[O-])cc2)c(C)n1	-20%
COc1ccc(/C=N/S(=O)(=O)c2cccs2)cc1OC	2%
COc1ccc(C2/C(=C(/O)c3ccccc3)C(=O)C(=O)N2CCN2CCOCC2)c(OC)c1 (stereo unspecified)	46%
C=CCC(C#Cc1ccccc1)N(C)C (stereo unspecified)	-14%
CCc1ccc2c(c1)/C(=C/C(=O)c1cccs1)C(=O)N2	0%
O=C(Nc1ccccc1)O/N=C1\CCCCC1c1ccc([N+](=O)[O-])cc1[N+](=O)[O-] (stereo unspecified)	-19%
COc1cccc(/C=C2/SC(=S)N(CCC(=O)N3c4ccccc4Sc4ccc(Cl)cc43)C2=O)c1	-9%
FC(F)(F)c1ccc2nnc(-c3c(Cl)cccc3Cl)n2c1	6%
CCOC(=O)N1CCN(C(=O)c2cc(-c3ccc(F)cc3)[nH]c2C)CC1	-8%
CCOC(=O)c1ccc(Nc2ncnc3ccc(C)cc23)cc1	-7%
CCc1cccc2c(C=C(C#N)C#N)cn(CC(=O)N3CCCCC3)c12	-7%
O=C(CSc1nnc(SCc2cccc3ccccc23)s1)c1ccc2c(c1)OCO2	-5%
Cc1[nH]c2ccccc2c1C1=CN2CCS(=O)(=O)N=C2S1	13%
CCC(C)N1C(=O)/C(=C/c2c(NCCCOC(C)C)nc3c(C)cccn3c2=O)SC1=S (stereo unspecified)	9.9µM*
O=C1CC(=O)N(Cc2ccco2)C(=S)N1	6%
Cc1ccccc1NS(=O)(=O)c1ccc2[nH]cc(C(=O)N(C)Cc3ccco3)c(=O)c2c1	0%
CCCC(=O)Nc1ccc(Cl)c(NC(=O)c2cccnc2Cl)c1	4%
COC(=O)C(CCSC)NC(=O)C12CC3CC(CC(C3)C1)C2 (stereo unspecified)	-3%
O=C(CN1C(=O)NC2(CCCc3ccccc32)C1=O)NCc1ccco1 (stereo unspecified)	-9%
CCOC(=O)c1sc(C)c(C(N)=O)c1NC1=NCCCCC1	-2%
CC(C)(C)NC(=O)NC(=O)COC(=O)C1CC(=O)N(Cc2ccccc2)C1 (stereo unspecified)	5%
CCCCc1[nH]c(=O)c(C#N)c2c1CCCC2	10%
COc1ccccc1-c1cc(-c2cc(Cl)ccc2O)n[nH]1	-2%
O=c1c2c3c(sc2nc2n1CCCCC2)CCCC3	-5%
Cc1ccc(S(=O)(=O)NCC(C)NS(C)(=O)=O)cc1 (stereo unspecified)	7%
O=C1NC(=O)C2C3c4ccccc4C(c4ccccc43)C12 (stereo unspecified)	-14%
CCOC(=O)C1=C(C)NC(C)=C(C(=O)OC)C1c1cc(Cl)cc(Cl)c1OC (stereo unspecified)	8%
O=C(COC(=O)CCCSc1nc2ccccc2[nH]1)NC(=O)NC1CCCC1	0%
O=c1c2ccccc2nnn1CSc1ncnc2ccccc12	-15%
CN(C)CCCN1C(=O)C(=O)/C(=C(/O)c2ccccc2)C1c1ccccn1 (stereo unspecified)	-5%
COc1ccc(NC(=O)CN2CCN(c3ccc(Cl)cc3)CC2)c(OC)c1	-16%
CC(C)CN1C(=O)/C(=C/C2CC=CCC2)SC1=S (stereo unspecified)	-8%
COc1ccc(NC(=O)Nc2nnc(C(C)C)s2)cc1	-5%
C=C(Br)CSc1nc2ccccc2[nH]1	0%
N#Cc1c(C#N)c(-c2ccccc2)n(-c2ccccc2)c1N	5%
N#Cc1c(N)c(C#N)c(-c2ccc3c(c2)OCO3)c2c1CCCC2	-8%

Ordered by value in EphA4 KYL inhibition (smallest number first): three from the list above.
SMILES	EphA4 KYL inhibition
CCOC(=O)c1sc(C)c(C(N)=O)c1NC1=NCCCCC1	-2%
N#Cc1c(C#N)c(-c2ccccc2)n(-c2ccccc2)c1N	5%
COc1ccc(C2/C(=C(/O)c3ccccc3)C(=O)C(=O)N2CCN2CCOCC2)c(OC)c1 (stereo unspecified)	46%

Filtered by structure: the compounds so far with a thiophene ring, fused or not.
SMILES	EphA4 KYL inhibition
COc1ccc(/C=N/S(=O)(=O)c2cccs2)cc1OC	2%
CCc1ccc2c(c1)/C(=C/C(=O)c1cccs1)C(=O)N2	0%
CCOC(=O)c1sc(C)c(C(N)=O)c1NC1=NCCCCC1	-2%
O=c1c2c3c(sc2nc2n1CCCCC2)CCCC3	-5%

Following part.
SMILES	EphA4 KYL inhibition
c1ccc2c(c1)nnn2-c1ncnc2sc3c(c12)CCCC3	0%
O=C(Nc1ccc(Br)cc1)C1CC(=O)N(c2ccc(Cl)cc2)C1 (stereo unspecified)	2%
CCOC(=O)Cc1csc(NC(=O)c2sc3nc4ccc(C)cc4cc3c2N)n1	6%
CCc1ccc(-c2nc(CN3CCCC(C(=O)O)C3)c(C)o2)cc1 (stereo unspecified)	-6%
O=C(NCc1cccnc1)c1ccc(CS(=O)(=O)c2ccc(Cl)cc2)o1	3%
CC(C)COc1ccc(Cc2cnc(N)nc2N)cc1	1%
Cc1ccc(Cl)cc1NC(=O)COC(=O)C1CCCCC1	-3%
CC(=O)Nc1ccc2oc(-c3cccc(Cl)c3)nc2c1	30%
CCN(CC)S(=O)(=O)c1cc(C(=O)OC)ccc1Cl	-6%
O=C1C2=C(NC(=S)NC2c2ccc(Cl)cc2)NC(c2ccc(Cl)cc2)N1c1ccc(Cl)cc1 (stereo unspecified)	14%
N#CC(C#N)=C/C(C#N)=C(/N)N1CCN(c2ccc(Cl)cc2)CC1	-9%
COC(=O)C1C(c2ccccc2)C(C(=O)N2CCOCC2)C1c1ccccc1 (stereo unspecified)	-4%
O=C(COC(=O)[C@H](Cc1c[nH]c2ccccc12)NC(=O)c1ccc(Cl)cc1)Nc1ccc2c(c1)OCO2	-16%
Oc1ccc(C=Nc2ccc3ncccc3c2)c(O)c1	16%
Cc1ccc(-c2noc(CCC(=O)Nc3cccc(C#N)c3)n2)cc1	3%
CC(=O)Nc1ccc(OC/C=C(\C)Cl)cc1	-5%&-4%
Cn1c(CCN2CCCCC2)nc2cc(NC(=O)C3CCCCC3)ccc21	-3%
CCN(CC)CCc1c(C)[nH]c(C(=O)OCc2ccccc2)c1C	-2%
CCOCCCNCC(=O)Nc1ccc(OC(F)(F)F)cc1	-5%
O=C(c1ccccc1Cl)N1CCc2ccccc21	-4%
COc1cc2[nH]c3c(N4CCN(c5ccc(Cl)cc5)CC4)ncnc3c2cc1OC	-2%
CCN(CC)c1ccc(NC(=O)c2ccc(OC)c([N+](=O)[O-])c2)cc1	3%
Clc1cccc(CSc2nnc(-c3cccnc3)n2Cc2ccco2)c1	2%
CCCC(=O)Nc1cccn(Cc2ccccc2Br)c1=O	-3%
Cc1ccc(Cn2cccc(NC(=O)NCc3ccccc3)c2=O)cc1	-10%
O=C1C(=O)N(CCO)C(c2cccc(F)c2)/C1=C(\O)c1ccc(Cl)cc1 (stereo unspecified)	-6%
Cc1c(NC(=O)C2CCCN2S(=O)(=O)c2cccc3nsnc23)cccc1C(=O)O (stereo unspecified)	1%
CCOC(=O)C1=C(c2ccccc2)NC(=S)NC1c1cc([N+](=O)[O-])ccc1OC (stereo unspecified)	-8%
COC(=O)c1ccccc1NC(=O)CSCC(=O)Nc1ccc(F)cc1	-6%
C=CCNC(=O)c1onc(CSc2cccc(C)c2)c1C(=O)O	-9%

Next part, starting with the last 4 of the part before.
SMILES	EphA4 KYL inhibition
Cc1c(NC(=O)C2CCCN2S(=O)(=O)c2cccc3nsnc23)cccc1C(=O)O (stereo unspecified)	1%
CCOC(=O)C1=C(c2ccccc2)NC(=S)NC1c1cc([N+](=O)[O-])ccc1OC (stereo unspecified)	-8%
COC(=O)c1ccccc1NC(=O)CSCC(=O)Nc1ccc(F)cc1	-6%
C=CCNC(=O)c1onc(CSc2cccc(C)c2)c1C(=O)O	-9%
Cc1ccc2c(CC(=O)N3CCc4ccccc43)coc2c1	-6%
Cn1c(SCC(=O)N2CCCc3ccccc32)nnc1-c1cccs1	2%
COC(=O)C1=C(C)N=C2SCCC(=O)N2C1c1cccs1 (stereo unspecified)	-6%
O=C(Nc1ccccn1)C(NS(=O)(=O)c1cccc2nsnc12)c1ccccc1 (stereo unspecified)	-2%
COc1ccc(CNC(=O)COC(=O)c2ccc3c(c2)OCCO3)cc1	-11%
O=c1c2ccccc2nc2n1C(CSc1ccc(Cl)cc1)CN2 (stereo unspecified)	-23%
COc1ccc(O)c(-c2cc(-c3cccs3)[nH]n2)c1	1%
COc1cccc(C2NC(=O)NC(C)=C2C(=O)Nc2cccc(C)c2C)c1 (stereo unspecified)	3%
COc1ccccc1-c1nnc2sc(COc3ccc(F)cc3)nn12	-2%
Cc1ccc(N(CC(=O)Nc2ccc(-c3nc4ccc(C)cc4s3)cc2)S(C)(=O)=O)cc1	-2%
O=C(CCCO)c1ccc2c(c1)OCCO2	2%
CCN1CCN(c2nc3c(c(=O)[nH]c(=O)n3C)n2CCCSc2ncccn2)CC1	-4%
Cc1cccn2c(=O)c(/C=C3\SC(=S)N(C(C)c4ccccc4)C3=O)c(NCCCn3ccnc3)nc12 (stereo unspecified)	1%
COc1cccc(CNS(=O)(=O)c2cn(C)cn2)c1	2%
O=C(COC(=O)c1ccc(S(=O)(=O)NCc2ccco2)cc1)NC1CCCCC1	8%
CC(=C/c1ccccc1)/C=C1/SC(N2CCOCC2)=NC1=O	-23%
Cc1ccc(C2C3=C(CCCC3=O)Nc3[nH]c(=S)[nH]c(=O)c32)cc1 (stereo unspecified)	-6%
CCNC(=O)C(=O)NCCc1ccc(Cl)cc1	-11%
Cc1ccc(CS(=O)(=O)CCC(=O)NC2CC2)cc1	-3%
COc1ccc(S(=O)(=O)N2CCC(O)(c3ccc(Cl)cc3)CC2)cc1	-3%
COCC(=O)N/N=C(\C)CC(=O)Nc1ccccc1C(N)=O	-5%
CCCSc1nc2c(c(=O)n(C)c(=O)n2C)n1Cc1ccc(C)cc1	-9%
Cc1cccc(NC(=O)C2CC(O)CN2C(=O)OCc2ccccc2)c1 (stereo unspecified)	-11%
CC(=O)C1=C(O)C(=O)N(c2cc(C(C)(C)C)on2)C1c1ccc(C(C)C)cc1 (stereo unspecified)	2%
COc1cc(Br)c(/C=N/NS(=O)(=O)c2ccc(C)cc2)cc1OC	-5%
O=c1c(-c2nc3ccccc3s2)cccn1Cc1ccccc1	-15%
COc1ccc(/C=N\NC(=O)C2=NNC(=O)C2C)cc1 (stereo unspecified)	-13%
OCC1OC(n2nc3ccccc3n2)C(O)C(O)C1O (stereo unspecified)	-12%
CCc1cc2ccc(C)cc2nc1SCC(=O)c1ccc(NC(C)=O)cc1	-8%
CCCC(=O)N1CCN(c2ccc(NC(=O)c3ccc(OCC)c([N+](=O)[O-])c3)cc2)CC1	-3%
COC(=O)c1ccccc1N(Cc1ccccc1)S(=O)(=O)c1ccc(OC)cc1	-8%
Cc1ccc(NC(=O)CCC(=O)NNC(=O)COc2cccc3ccccc23)c(C)c1	-8%
N#Cc1nc(COc2ccccc2)oc1N1CCCC1	7%
CCOc1cc(-c2cc(-c3ccc(OC)cc3)nc(N)c2C#N)ccc1O	-9%
Cc1cccc(N2CCN(C(=O)Cn3c(=O)[nH]c4ccsc4c3=O)CC2C)c1 (stereo unspecified)	0%
O=C1C(Cl)=C(Nc2ccccc2)C(=O)N1c1cccc(Cl)c1Cl	-10%
CCOC(=O)CSc1nnc(Cc2ccccc2)n1-c1cccc(Cl)c1	-8%
NC(=O)Cn1c(=O)n(CCCC(=O)NC2CCN(Cc3ccccc3)CC2)c(=O)c2ccccc21	-15%
CCOC(=O)c1ccc(NC(=O)c2nccnc2C(=O)O)cc1	3%
O=C(CCCSc1nnc(SCCCC(=O)c2ccc(F)cc2)s1)c1ccc(F)cc1	-1%
Cc1ccc(N/N=C/c2ccc(N3CCOCC3)cc2)cc1C	-3%
CCCCNc1nc2ccccc2nc1NS(=O)(=O)c1cccs1	-28%
CC1CCc2c(C(=O)Nc3nccs3)csc2C1 (stereo unspecified)	-6%
CCN1C(=O)c2n[nH]c(C(=O)OC)c2C1=O	19%
CCOCC(=O)Nc1ccc(-c2cn3cccnc3n2)cc1	-7%
COc1ccc(N(CC(=O)NCc2cccs2)S(=O)(=O)c2cccnc2)cc1	0%
CCCCOC(=O)Cn1c(=O)c2c(nc3n2CCCCN3c2ccc(C)cc2)n(C)c1=O	-2%
Cc1ccc(S(=O)(=O)/N=C(/Nc2ccc(C)c(Cl)c2)Nc2nc(C)cc(C)n2)cc1	-2%

Five entries picked at random from the list so far:
SMILES	EphA4 KYL inhibition
COC(=O)c1ccccc1N(Cc1ccccc1)S(=O)(=O)c1ccc(OC)cc1	-8%
CCN1C(=O)c2n[nH]c(C(=O)OC)c2C1=O	19%
CCCCOC(=O)Cn1c(=O)c2c(nc3n2CCCCN3c2ccc(C)cc2)n(C)c1=O	-2%
CCOC(=O)CSc1nnc(Cc2ccccc2)n1-c1cccc(Cl)c1	-8%
CC1CCc2c(C(=O)Nc3nccs3)csc2C1 (stereo unspecified)	-6%
